NPC1 prom act – activates the NPC1 promoter | Potency, µM (top dose mostly 9.22 µM), without a hit: top-dose activation, most hits filed as activators | hit rate 2.4% among 320,000 | Huh7 NPC1 promoter luciferase reporter, 24 h;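 also: potency is read from the fitted curve at half-maximal effect; % of control where 0% means no effect; nearly all actives have a fitted effect of over 60% in size; reporter is driven by a mutant NPC1 promoter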
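Compounds in DMSO were transferred onto Huh7 NPC1-luciferase reporter cells pre-incubated 2 h; after 24 h at 37 °C, Amplite reagent was dispensed and luminescence recorded 10 min later.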
RORgamma inh – inhibitors of mouse ROR gamma transcriptional activity; Drosophila S2 Gal4-RORgamma UAS-luciferase reporter, 20 h; P51450; hit rate 5.4% among 310,000; Potency, µM (doses to about 53.6 µM), for the others: at the top dose activity change, negative = inhibition, hits mostly inhibitors; AID 2551; also: potency is read from the fitted curve at half-maximal effect; % is scaled to controls: 0 for no effect and ±100 for the full control effect; nearly all actives have a fitted effect of over 60% in size
Target sequence (P51450 whole entry, looked up, the tested form may be a part): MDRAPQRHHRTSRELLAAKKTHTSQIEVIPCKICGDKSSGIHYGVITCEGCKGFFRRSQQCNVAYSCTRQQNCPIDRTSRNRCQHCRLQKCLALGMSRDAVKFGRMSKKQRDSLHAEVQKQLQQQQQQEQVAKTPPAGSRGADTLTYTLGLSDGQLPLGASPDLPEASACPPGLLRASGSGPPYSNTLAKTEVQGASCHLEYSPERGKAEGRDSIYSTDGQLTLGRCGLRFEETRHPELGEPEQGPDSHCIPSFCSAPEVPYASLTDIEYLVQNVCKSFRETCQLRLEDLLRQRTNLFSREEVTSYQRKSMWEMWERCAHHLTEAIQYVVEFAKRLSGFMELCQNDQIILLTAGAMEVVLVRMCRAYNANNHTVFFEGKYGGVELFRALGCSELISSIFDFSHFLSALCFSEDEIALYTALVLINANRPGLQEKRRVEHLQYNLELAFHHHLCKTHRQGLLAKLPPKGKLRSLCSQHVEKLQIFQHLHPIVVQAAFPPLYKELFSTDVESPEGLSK
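Read-out: Photinus luciferase luminescence; inhibitors lower reporter signal. Insect Schneider cells with Gal4-ROR gamma fusion under metallothionein promoter, UAS reporter; 700 uM final copper sulfate induction, 20 hr, ambient temperature.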
MBNL1 CUG block – MBNL1-poly(CUG) RNA binding inhibition | TR-FRET MBNL1-His/biotin-(CUG)12 binding, 665/545 ratio | Potency, µM (highest dose often 57.5 µM), for inactives: at the top dose activity change, negative = inhibition, actives largely listed as inhibitors | hit rate 0.036% among 280,000 | AID 2675; active = well fitted inhibition curve with a large enough effect in the signal ratio, with a control signal flat, not every such curve was filed as active; inconclusive = small, poorly fitted or top-dose-only effect, or effect the other way, or a change in a side signal; inactive = no such curve, though single readings can be large or run the other way; the % refers to the signal ratio; also: potency is read from the fitted curve at half-maximal effect; % is scaled to controls: 0 for no effect and ±100 for the full control effect
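Ratiometric TR-FRET (665 over 545 nm, excitation 340 nm) tracks disruption of MBNL1-His/biotin-(CUG)12 complex after 60 min at room temperature, with compounds at 92 nM to 58 uM final.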
KCNH2 3.1 block – inhibitors of human KCNH2 3.1 potassium channel isoform. U2OS KCNH2 3.1, thallium flux FluxOr; hits give low values. activity change, % (tested at about 1.8 µM). hit rate 0.95% among 340,000. AID 720553;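 active = maximum activity change below -70%; inconclusive = maximum activity change from -70% to -50%; inactive = maximum activity change above -50%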;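 also: thallium influx rate constant from kinetic fluorescence after stimulation buffer; % is scaled to controls: 0 for no effect and ±100 for the full control effect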
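Thallium flux via FluxOr fluorescence (Red40 quencher, 45 min loading) in U2OS cells virally expressing the KCNH2 3.1 isoform (1.77 x 10^8 /mL virus, overnight at 37 C). Rate constants from 2-min kinetic reads post-stimulation, normalised to positive and negative controls.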
Mito fusion act – inhibitors of mitochondrial division or activators of mitochondrial fusion. S. cerevisiae fusion-defective mutant growth rescue, CellTiterGlo 48 h. Potency, µM (highest dose often 46.1 µM), inactives show at the highest dose growth rescue (activation), usual class: activators. hit rate 0.23% among 320,000;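 also: potency is read from the fitted curve at half-maximal effect; % of control where 0% means no effect; nearly all actives have a fitted effect of over 45% in size; temperature-sensitive fusion mutants such as fzo1-1 at 37 °C on non-fermentable ethanol glycerol medium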
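Compounds are tested for their ability to restore growth of mitochondrial fusion-defective yeast strains at non-permissive 37C in YPEG medium over 48 hours. Viability is quantified by luciferase luminescence.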
Rab9 promoter act – Rab9 promoter activation | Huh7 Rab9 promoter-luciferase reporter, luminescence, 24 h | Potency, µM (highest dose often 9.22 µM), without a hit: at the top dose activation, negative = inhibition, most hits filed as activators | hit rate 2.8% among 320,000 | AID 485297; also: potency is read from the fitted curve at half-maximal effect; % of control where 0% means no effect; nearly all actives have a fitted effect of over 60% in size
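Using Huh7 cells stably transfected with Rab9 promoter–luciferase, compounds were incubated 24 h at 37 °C, 5% CO2; luciferase luminescence was read 10 min after reagent addition.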
Menin MLL FP TR – displaces Texas Red mutant MLL peptide from human menin. Potency, µM (titrated, usually from 61.6 µM), for the others: at the highest dose FP activity change, negative = inhibition, usual class: inhibitors. Menin + Texas Red MLL mutant peptide, fluorescence polarization. hit rate 0.23% among 270,000; active = well fitted inhibition curve with a large enough effect in the polarisation, with a control signal flat, not every such curve was filed as active; inconclusive = small, poorly fitted or top-dose-only effect, or effect the other way, or a change in a side signal; inactive = no such curve, though single readings can be large or run the other way; the % refers to the polarisation; also: potency is read from the fitted curve at half-maximal effect; % of control where 0% means no effect; many of its hits are not listed in these tables
Target sequence (O00255 whole entry, looked up): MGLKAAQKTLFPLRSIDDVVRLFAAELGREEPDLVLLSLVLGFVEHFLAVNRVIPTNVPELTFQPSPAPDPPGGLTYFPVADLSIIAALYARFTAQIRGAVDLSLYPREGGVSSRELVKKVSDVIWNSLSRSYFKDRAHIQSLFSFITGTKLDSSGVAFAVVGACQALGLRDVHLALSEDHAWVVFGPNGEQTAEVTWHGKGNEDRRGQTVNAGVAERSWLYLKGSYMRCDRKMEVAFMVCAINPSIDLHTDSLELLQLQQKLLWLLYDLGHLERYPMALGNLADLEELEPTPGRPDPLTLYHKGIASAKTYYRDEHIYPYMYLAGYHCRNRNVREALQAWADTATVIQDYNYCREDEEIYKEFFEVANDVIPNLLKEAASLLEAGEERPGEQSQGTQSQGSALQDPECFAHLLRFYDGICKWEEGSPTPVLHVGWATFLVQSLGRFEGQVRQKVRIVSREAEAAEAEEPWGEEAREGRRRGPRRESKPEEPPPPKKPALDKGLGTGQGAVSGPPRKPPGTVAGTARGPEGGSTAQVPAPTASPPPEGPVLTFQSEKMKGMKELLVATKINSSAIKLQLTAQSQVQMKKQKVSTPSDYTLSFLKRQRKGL
PKM2 act – increases activity of human pyruvate kinase M2; P14618; purified PKM2, Kinase-Glo ATP luminescence, activation; response scale: 0% is enzyme alone, no compound; Potency, µM (titrated, usually from 57.5 µM), for the others: at the top dose activation, most hits filed as activators; hit rate 0.34% among 260,000; AID 1631; also: potency is read from the fitted curve at half-maximal effect; % is scaled to controls: 0 for no effect and ±100 for the full control effect; nearly all actives have a fitted effect of over 55% in size
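ATP formation by purified human PK-M2, quantified via coupled luciferase luminescence after 1 h at room temperature with 0.1 mM ADP and 0.5 mM PEP final.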
Gal4-VP16 FLuc – inhibits Gal4-VP16 luciferase reporter, ROR gamma counter-screen | Drosophila S2 Gal4-VP16 UAS-luciferase, luminescence, 20 h | Potency, µM (top dose mostly 53.6 µM), inactives show top-dose activity, negative = inhibition, usual class: inhibitors | hit rate 3.5% among 310,000 | AID 2546;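 also: Gal4-VP16 expression switched on by copper sulfate through the metallothionein promoter; potency is read from the fitted curve at half-maximal effect; % is scaled to controls: 0 for no effect and ±100 for the full control effect; nearly all actives have a fitted effect of over 50% in size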
ELG1 repair inh – inhibitors of ELG1-dependent DNA repair in HEK293T cells. HEK293T ELG1-luciferase reporter, luminescence, 16 h; DNA damage induced by 5-fluorouridine. Potency, µM (top dose mostly 46.1 µM), without a hit: top-dose activity change, negative = inhibition, actives largely listed as inhibitors. hit rate 2.3% among 330,000. AID 504467; also: potency is read from the fitted curve at half-maximal effect; % is scaled to controls: 0 for no effect and ±100 for the full control effect; nearly all actives have a fitted effect of over 55% in size
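Luminescence from the luciferase reporter, measured 30 min after ONE-Glo reagent at room temperature, was the read-out. Beforehand, 2,000 cells per well were exposed for 16 hr at 37 °C to 5-fluorouridine together with compound or vehicle.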
FLuc modulator – inhibits or activates purified firefly luciferase, miR-21 counter-screen | P08659 | purified FLuc, Km substrates, luminescence inhibition | Potency, µM (series often up to 57.5 µM), inactives show at the top dose activity change, negative = inhibition, hits mostly inhibitors | hit rate 6.9% among 360,000;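 also: potency is read from the fitted curve at half-maximal effect; plate controls were vehicle for no effect and reference inhibitor for full effect; nearly all actives have a fitted effect of over 55% in size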
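Purified P. pyralis luciferase, 10 nM final, with Km-level 10 uM D-luciferin and 10 uM ATP in 50 mM Tris acetate pH 7.5, 10 mM Mg acetate, 0.01% Tween-20, 0.05% BSA; 6-point qHTS titration about 60 µM downward; luminescence read.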
The depositor's hits bear a star; & = joins results of further samples; [ ] = remark or other dose. Unless noted, calls follow the shape of the dose curve; as a rule, active = well fitted curve in the direction sought with a large enough effect; inconclusive = small, poorly fitted or top-dose-only effect, or another doubt; inactive = no such curve, though single readings can be large; an effect the other way counts as inactive or inconclusive. An excerpt (hit frequency here may not be typical).

C=CC1CN(CC(=O)OC)S(=O)(=O)c2ccccc21 (stereo unspecified) was read as NPC1 prom act -2.4%, RORgamma inh -3.0%&-10.3%, MBNL1 CUG block 3.3%, KCNH2 3.1 block -10.9, Mito fusion act 2.0%, Rab9 promoter act -1.0%, Menin MLL FP TR 19.4%, PKM2 act -2.3%, Gal4-VP16 FLuc -0.7%&-4.3%, ELG1 repair inh 8.0% and FLuc modulator 0.4%.
CN(C)/C=C/C(=O)/C=C/c1cn(-c2ncc(C(F)(F)F)cc2Cl)c2ccccc12 was read as NPC1 prom act -3.1%, RORgamma inh inconclusive, MBNL1 CUG block 3.2%, KCNH2 3.1 block -14.1, Mito fusion act 8.8%, Rab9 promoter act -2.2%, Menin MLL FP TR inconclusive, PKM2 act 2.3%, Gal4-VP16 FLuc -5.6%, ELG1 repair inh -14.5% and FLuc modulator -16.7%.
Screening Clc1cncc(Cl)c1N/N=C/c1ccncc1 returned NPC1 prom act 14.2%, RORgamma inh 16.4%, KCNH2 3.1 block 7.8, Mito fusion act 20.2%, Rab9 promoter act -0.8%, Menin MLL FP TR -17.2%, PKM2 act 2.7%, Gal4-VP16 FLuc 0.1%, ELG1 repair inh inconclusive and FLuc modulator inconclusive.
Screening COc1ccccc1NC(=S)NCc1ccccc1 returned NPC1 prom act -1.2%, RORgamma inh 14.1µM*, MBNL1 CUG block -2.2%, KCNH2 3.1 block 14.3, Mito fusion act -13.5%, Rab9 promoter act 3.6%, Menin MLL FP TR -0.5%, PKM2 act -13.8%, Gal4-VP16 FLuc inconclusive, ELG1 repair inh -1.4% and FLuc modulator -1.6%.
`O=C1C2CCCN2C(=S)N1c1cc(Cl)ccc1Cl` (stereo unspecified) gave NPC1 prom act -0.3%, KCNH2 3.1 block 0.2, Mito fusion act 1.9%, Rab9 promoter act 2.7%, ELG1 repair inh 9.1% and FLuc modulator -5.9%.
Screening CC(=O)N1c2ccc(S(=O)(=O)NCCC(=O)Nc3cccc(Cl)c3)cc2CC1C (stereo unspecified) returned NPC1 prom act 2.4%, RORgamma inh 35.2%, MBNL1 CUG block inconclusive, KCNH2 3.1 block 1.7, Mito fusion act -12.4%, Rab9 promoter act -9.2%, Menin MLL FP TR 5.3%, Gal4-VP16 FLuc -9.6%, ELG1 repair inh -6.9% and FLuc modulator 0.5%.
`c1cnn(-c2cc(N3CCOCC3)ncn2)c1` gave NPC1 prom act 1.0%, RORgamma inh -12.6%, MBNL1 CUG block 9.7%, KCNH2 3.1 block -6.2, Mito fusion act -2.8%, Rab9 promoter act 1.6%, Menin MLL FP TR 0.2%, PKM2 act 0.1%, Gal4-VP16 FLuc -1.1%, ELG1 repair inh -2.9% and FLuc modulator -1.2%.
CNc1nc(N/N=C/c2ccc([N+](=O)[O-])cc2)nc(Nc2ccccc2)n1 was read as NPC1 prom act 0.3%, RORgamma inh -22.2%, MBNL1 CUG block inconclusive, KCNH2 3.1 block -27.9, Mito fusion act inconclusive, Rab9 promoter act -3.5%, Menin MLL FP TR inconclusive, PKM2 act 6.4%, Gal4-VP16 FLuc inconclusive, ELG1 repair inh inconclusive and FLuc modulator inconclusive.
CCCCOc1ccc(C(=O)N(Cc2ccco2)C2CCS(=O)(=O)C2)cc1 (stereo unspecified) was read as NPC1 prom act 3.0%, RORgamma inh 9.2%, MBNL1 CUG block -4.1%, KCNH2 3.1 block 6.9, Mito fusion act -5.1%, Rab9 promoter act 7.2%, Menin MLL FP TR -15.4%, PKM2 act 0.9%, Gal4-VP16 FLuc -7.9%, ELG1 repair inh -7.9% and FLuc modulator -0.2%.
COc1ccccc1CNC(=O)c1cccc(S(=O)(=O)N2CCN(c3ccc(F)cc3)CC2)c1 was read as NPC1 prom act 0.8%, KCNH2 3.1 block -17.0, Mito fusion act 14.7%, Rab9 promoter act 0.8%, ELG1 repair inh inconclusive and FLuc modulator -1.3%.
For CC(C)(C)c1csc(N/N=C/c2cccnc2)n1 the results were NPC1 prom act inconclusive, RORgamma inh -10.2%, MBNL1 CUG block 9.7%, KCNH2 3.1 block -2.6, Mito fusion act -5.2%, Rab9 promoter act 3.16µM*, Menin MLL FP TR 1.3%, PKM2 act -0.7%, Gal4-VP16 FLuc 22.6%, ELG1 repair inh inconclusive and FLuc modulator 12µM*.
Screening Cc1ccc2cc(C#N)c(N3CCN(C(=O)c4ccccc4)CC3)nc2c1 returned NPC1 prom act 0.0%, RORgamma inh 28.2%, MBNL1 CUG block 4.3%, KCNH2 3.1 block 0.3, Mito fusion act 1.9%, Rab9 promoter act -0.7%, Menin MLL FP TR inconclusive, PKM2 act -6.7%, Gal4-VP16 FLuc -13.8%, ELG1 repair inh inconclusive and FLuc modulator -5.8%.
O=c1[nH]nc(CNc2ccc(Cl)cc2Cl)c2ccccc12 was read as NPC1 prom act -0.5%, RORgamma inh inconclusive, MBNL1 CUG block -5.2%, KCNH2 3.1 block -2.4, Mito fusion act 3.2%, Rab9 promoter act 1.0%, Menin MLL FP TR 25.7%, PKM2 act -13.9%, Gal4-VP16 FLuc -0.7%, ELG1 repair inh -3.1% and FLuc modulator -4.4%.
For O=C(CNC(=O)c1ccccc1Br)N/N=C/c1cccs1 the results were NPC1 prom act 2.0%, RORgamma inh 0.4%, MBNL1 CUG block inconclusive, KCNH2 3.1 block 14.1, Mito fusion act 2.9%, Rab9 promoter act 0.1%, Menin MLL FP TR -4.1%, Gal4-VP16 FLuc 1.1%, ELG1 repair inh 7.0% and FLuc modulator inconclusive.
`COc1ccc(-n2c(CNc3ccc(C)cc3)nnc2SCc2ccccc2)cc1` gave NPC1 prom act -2.6%, RORgamma inh -1.9%, KCNH2 3.1 block 3.0, Mito fusion act 28.0%, Rab9 promoter act -0.6%, Menin MLL FP TR -1.3%, PKM2 act 7.6%, Gal4-VP16 FLuc -11.6%, ELG1 repair inh inconclusive and FLuc modulator 3.8%.
Screening C1CCN(c2nc(N3CCCC3)nc(N3CCNCC3)n2)C1 returned NPC1 prom act -2.4%, RORgamma inh -9.1%, MBNL1 CUG block -7.2%, Mito fusion act -3.0%, Rab9 promoter act 1.4%, Menin MLL FP TR 4.9%, PKM2 act -6.5%, Gal4-VP16 FLuc -5.7%, ELG1 repair inh 3.6% and FLuc modulator 3.8%.
For CC(=O)c1cc(CN2C(=O)c3ccccc3C2=O)cs1 the results were NPC1 prom act 4.3%, RORgamma inh 6.0%, MBNL1 CUG block inconclusive, KCNH2 3.1 block -16.8, Mito fusion act 1.3%, Rab9 promoter act 5.0%, Menin MLL FP TR -7.3%, PKM2 act -15.5%, Gal4-VP16 FLuc -11.9%, ELG1 repair inh 10.9% and FLuc modulator -0.8%.
O=C(NNC(=O)c1ccccc1Br)c1ccc(SCC2CCCO2)c([N+](=O)[O-])c1 (stereo unspecified) was read as NPC1 prom act -1.1%, RORgamma inh -10.5%, MBNL1 CUG block inconclusive, KCNH2 3.1 block -10.4, Mito fusion act 0.1%, Rab9 promoter act 6.9%, Menin MLL FP TR inconclusive, PKM2 act 3.2%, Gal4-VP16 FLuc 0.4%, ELG1 repair inh -18.7% and FLuc modulator -3.4%.
Screening CC(C)CN1C(=O)C(=O)N(CC(=O)N(C)CC(=O)Nc2ccc(F)cc2)C1=O returned NPC1 prom act -2.7%, KCNH2 3.1 block 7.7, Mito fusion act 1.1%, Rab9 promoter act 0.1% and ELG1 repair inh 7.1%.
`Cc1cccc(Nc2nc(C)cc(C)c2C#N)c1` gave NPC1 prom act -1.2%, RORgamma inh 11.2%, MBNL1 CUG block 7.6%, KCNH2 3.1 block -3.1, Mito fusion act -3.1%, Rab9 promoter act -1.1%, Menin MLL FP TR -7.7%, PKM2 act -2.0%, Gal4-VP16 FLuc 5.0%, ELG1 repair inh -21.8% and FLuc modulator -0.2%.
c1ccc(-c2ccccc2OCCOCCN2CCc3ccccc3C2)cc1 was read as NPC1 prom act 0.3%, RORgamma inh 2.4%, MBNL1 CUG block 4.8%, KCNH2 3.1 block 6.0, Mito fusion act -2.0%, Rab9 promoter act -2.7%, Menin MLL FP TR inconclusive, PKM2 act -6.6%, Gal4-VP16 FLuc 7.3%[10 µM], ELG1 repair inh inconclusive and FLuc modulator 3.3%.
`O=C(Cc1c2ccccc2nc2ccccc12)c1ccccc1` gave NPC1 prom act -0.6%, RORgamma inh -10.7%, MBNL1 CUG block -12.8%, KCNH2 3.1 block 3.2, Mito fusion act -1.5%, Rab9 promoter act -3.3%, Menin MLL FP TR -1.8%, PKM2 act -0.6%, Gal4-VP16 FLuc -20.8%, ELG1 repair inh 4.9% and FLuc modulator 0.8%.
`COc1ccc(C2CC(c3ccccc3)=NN2C(=O)CCC(=O)O)cc1` (stereo unspecified) gave NPC1 prom act -1.4%, RORgamma inh inconclusive, MBNL1 CUG block 2.7%, KCNH2 3.1 block 9.3, Mito fusion act -2.1%, Rab9 promoter act 0.7%, Menin MLL FP TR 6.2%, PKM2 act 6.4%, Gal4-VP16 FLuc inconclusive, ELG1 repair inh 0.7% and FLuc modulator -2.1%.

Bioassay records from PubChem.
